Compound activity (PubChem BioAssay)
GSIS activator – primary screen for activators of insulin secretion dependent on glucose, INS-1E cells, GLuc reporter luminescence; 370,000 compounds, 0.61% hits; activation, % at 16.6 µM; INS-1E GLuc reporter insulin secretion, 2-3 h;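 active = lowest replicate activation of at least 40%, so every replicate reaches that level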;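 note: 0% = median of neutral control wells and 100% = median of IBMX positive control wells; some compounds called inactive have numbers as strong as hits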
PglD DTNB – blocks C. jejuni PglD acetyltransferase activity. purified PglD enzyme, DTNB colorimetric CoA detection. inhibition, % at 12.5 µM. 360,000 compounds, 0.098% hits; in the data active = inhibition above about 16%, passing the limit was not always enough; note: strong numbers were not always called active
Cneo AK release – Cryptococcus neoformans lysis via adenylate kinase release; C. neoformans lysis, adenylate kinase release luminescence, 4 h; normalised: neutral wells 0, clomiphene wells 100; lysis activity, % at 15 µM; 360,000 compounds, 0.2% hits; AID 651654;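 active = mean lysis activity across replicates of at least 80%, whatever share of replicates individually reach that level; inactive = mean lysis activity below 80%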
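Assay system: log-phase C. neoformans yeast / Quantity: yeast cell density of 5 × 10^6 cells/mL / Medium: fresh YPD growth medium / Compound: single dose / Timing: static 4 h at 37 °C with compound, 1 h detection / Measured by: adenylate kinase release luminescence / Read-out: lysis from increased AK signal / Benchmarks: Clomiphene as positive lysis control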
ARNT TACC3 PPI – ARNT/TACC3 interaction disruption. Q9Y6A5. AlphaScreen His-ARNT PAS-B/GST-TACC3 binding, luminescence; TACC3 fragment carries E629A point mutation. inhibition, % at 9.99 µM. 390,000 compounds, 0.66% hits. AID 623870;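 active = mean inhibition of replicates at least 50% and at least half of replicates each reaching 50%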;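 note: 0% = complete ARNT plus TACC3 wells and 100% = ARNT alone without TACC3; many hits fall short of the cut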
PGC1a acetyl inh – PGC1a acetylation modulation, inhibitor mode. U2OS PGC1a acetylation, AlphaScreen anti-acetyl-lysine; with virally co-expressed GCN5 acetyltransferase. inhibition, % at 15.6 µM. 350,000 compounds, 0.17% hits;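 active = every replicate shows inhibition of at least 40%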;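 note: 0% = neutral control wells and 100% = positive control wells; some results beyond the cut were filed as inactive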
C2C12 statin – suppression of simvastatin myotoxicity. AID 602340. C2C12 myotubes + simvastatin, ATP luminescence, 48 h; scaled: DMSO 0, geranylgeraniol control 100. 330,000 compounds, 0.78% hits. rescue of ATP level, % at 7.49 µM;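 active = mean ATP rescue above about 67%, or every replicate alone reaching that limit, limit read from the data, passing the limit was not always enough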;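 note: myotubes were challenged with 10 µM simvastatin during compound exposure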
PAX8 reporter – inhibitors of PAX8 transcriptional activity in RMG-I cells | AID 652154 | RMG-I TPO-luciferase reporter, SteadyGlo, 24 h | inhibition, % at 12.6 µM | 360,000 compounds, 1.2% hits;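 active = mean replicate inhibition at least 60% with every replicate also reaching 60%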;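 note: luciferase light reporting Pax8 driven TPO promoter activity; plate controls were median of neutral control wells for no effect and mitoxantrone controls for full effect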
LGR2 antag – inhibitors of bursicon-induced Drosophila LGR2 receptor cAMP signaling | HEK293 LGR2, CRE-luciferase, bursicon-stimulated, 4 h | inhibition, % at 9.99 µM | 380,000 compounds, 0.35% hits;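 active = drop in luminescence signal, shown as inhibition above about 50% in the replicate tests, limit read from the data, passing the limit was not always enough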;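 note: agonist challenge used bursicon conditioned medium at about half maximal strength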
The depositor's hits bear a star; . = not tested or not shown; & = joins results of further samples. Not a hit list; about 2.9% have a hit in one of these screens.

Sample of the layout:
Values in the order – LGR2 antag	PglD DTNB	ARNT TACC3 PPI	GSIS activator	PGC1a acetyl inh	PAX8 reporter	Cneo AK release	C2C12 statin
CC(C)N(CCCNC(=O)C1CCN(C(=O)c2cc3sccc3n2C)CC1)Cc1ccccc1
→ 0	-4	.	12	-3	16	10	-6
CN(C)C(=O)c1ccc(-c2ccc([C@H]3[C@H](C#N)N(S(C)(=O)=O)[C@H]3CO)cc2)cc1
→ -39	2	0	-5	2	5	1	-2
COc1ccc(C(=O)c2sc(Nc3ccc(NC(C)=O)cc3)nc2C)cc1
→ -7	-1	-4	1	13	-13	0	-4
CCOC(=O)c1sc(NC(=O)c2c(C)nn(Cc3ccccc3)c2C)cc1C
→ .	5	4	.	6	16	-1	102*
CNC[C@@H]1Oc2ccc(NC(=O)Nc3ccc(C(F)(F)F)cc3)cc2C(=O)N([C@H](C)CO)C[C@@H]1C
→ -14	21	9	7	1	55	-9	-25
COc1ccc(OC)c(-n2nnnc2SCC(=O)Nc2ccccc2N2CCOCC2)c1
→ -7	.	28	-3	.	15	.	.
Cc1ccc(C)c(NC(=O)COC(=O)CNC(=O)C2CCCCC2)c1
→ 8	-1	1	11	.	-8	2	-1
CO[C@H]1CN(C)C(=O)c2cc(NC(=O)CC(F)(F)F)ccc2OC[C@H](C)N(C(=O)C2CC2)C[C@@H]1C
→ -3	.	.	6	12	-7	.	.
COc1ccc(NC(=O)c2cnn(-c3ccccc3)c2C)cc1OC
→ -44	5	3	15	-1	-72	-4	-12
COc1ccc(C(=O)Nc2ccc(Cl)cc2C(=O)NCc2ccco2)cc1OC
→ .	.	2	3	5	.	-1	24
C[C@@H]1CN([C@@H](C)CO)C(=O)c2cccc(NC(=O)c3nc4ccccc4s3)c2O[C@@H]1CN(C)CC1CC1
→ 2&-3	8&0	3&7	8&-1	-9&-1	-4&13	12&1	44&-4
CCc1cc(C(=O)NCCN(C)C)cs1
→ .	-5	3	.	1	.	0	-15
N#CC1CN(Cc2ccccc2)CN(Cc2ccccc2)C1
→ -8	.	-10	3	.	1	.	.
CCOc1cc(-c2sc(Nc3cc(C)ccc3OC)n[n+]2-c2ccccc2)ccc1OC
→ -22	2	18	-7	.	7	1	-82
CCCn1c(C(C)Nc2nc(-c3ccc(OC)cc3)cs2)nc2ccccc21 (stereo not drawn)
→ 1	-1	-1	.	.	-17	8	0
CCCn1nc(NS(=O)(=O)c2cccc3nonc23)c2cc3cc(C)ccc3nc21
→ -9	2	.	1	-3	-6	-4	-17
COc1ccccc1-c1cn(CC[C@H]2CC[C@@H](NC(=O)C3CCC3)[C@@H](CO)O2)nn1
→ 3	0	-11	7	0	7	1	0

Main list, from the start:
Values in the order – LGR2 antag	PglD DTNB	ARNT TACC3 PPI	GSIS activator	PGC1a acetyl inh	PAX8 reporter	Cneo AK release	C2C12 statin
CC(C)N(CCCNC(=O)C1CCN(C(=O)c2cc3sccc3n2C)CC1)Cc1ccccc1
→ 0	-4	.	12	-3	16	10	-6
CN(C)C(=O)c1ccc(-c2ccc([C@H]3[C@H](C#N)N(S(C)(=O)=O)[C@H]3CO)cc2)cc1
→ -39	2	0	-5	2	5	1	-2
COc1ccc(C(=O)c2sc(Nc3ccc(NC(C)=O)cc3)nc2C)cc1
→ -7	-1	-4	1	13	-13	0	-4
CCOC(=O)c1sc(NC(=O)c2c(C)nn(Cc3ccccc3)c2C)cc1C
→ .	5	4	.	6	16	-1	102*
CNC[C@@H]1Oc2ccc(NC(=O)Nc3ccc(C(F)(F)F)cc3)cc2C(=O)N([C@H](C)CO)C[C@@H]1C
→ -14	21	9	7	1	55	-9	-25
COc1ccc(OC)c(-n2nnnc2SCC(=O)Nc2ccccc2N2CCOCC2)c1
→ -7	.	28	-3	.	15	.	.
Cc1ccc(C)c(NC(=O)COC(=O)CNC(=O)C2CCCCC2)c1
→ 8	-1	1	11	.	-8	2	-1
CO[C@H]1CN(C)C(=O)c2cc(NC(=O)CC(F)(F)F)ccc2OC[C@H](C)N(C(=O)C2CC2)C[C@@H]1C
→ -3	.	.	6	12	-7	.	.
COc1ccc(NC(=O)c2cnn(-c3ccccc3)c2C)cc1OC
→ -44	5	3	15	-1	-72	-4	-12
COc1ccc(C(=O)Nc2ccc(Cl)cc2C(=O)NCc2ccco2)cc1OC
→ .	.	2	3	5	.	-1	24
C[C@@H]1CN([C@@H](C)CO)C(=O)c2cccc(NC(=O)c3nc4ccccc4s3)c2O[C@@H]1CN(C)CC1CC1
→ 2&-3	8&0	3&7	8&-1	-9&-1	-4&13	12&1	44&-4
CCc1cc(C(=O)NCCN(C)C)cs1
→ .	-5	3	.	1	.	0	-15
N#CC1CN(Cc2ccccc2)CN(Cc2ccccc2)C1
→ -8	.	-10	3	.	1	.	.
CCOc1cc(-c2sc(Nc3cc(C)ccc3OC)n[n+]2-c2ccccc2)ccc1OC
→ -22	2	18	-7	.	7	1	-82
CCCn1c(C(C)Nc2nc(-c3ccc(OC)cc3)cs2)nc2ccccc21 (stereo not drawn)
→ 1	-1	-1	.	.	-17	8	0
CCCn1nc(NS(=O)(=O)c2cccc3nonc23)c2cc3cc(C)ccc3nc21
→ -9	2	.	1	-3	-6	-4	-17
COc1ccccc1-c1cn(CC[C@H]2CC[C@@H](NC(=O)C3CCC3)[C@@H](CO)O2)nn1
→ 3	0	-11	7	0	7	1	0
COc1ccc(Br)c(C(=O)OCC(=O)NC2CCCCCCC2)c1
→ -36	-3	.	-26	2	-11	-2	8
C[C@@H]1CN([C@@H](C)CO)C(=O)c2cc(NS(=O)(=O)c3ccccc3)ccc2O[C@H]1CN(C)C(=O)Nc1ccc2c(c1)OCO2
→ 5	2	3	18	-9	.	52	.
CCCCCCCCC(=O)NNC(=O)c1c(O)c2ccccc2n(CCC)c1=O
→ -12	.	-5	13	5	-17	.	.
COCCNCCCCOc1ccc(Br)cc1C
→ 2	-2	.	11	.	10	-1	.
CN(C)c1nc(OCCOC(=O)c2ccccc2)nc(N(C)C)n1
→ .	1	-9	.	13	6	0	-2
COc1ccccc1CCCNC(=O)C1CCC(=O)N(CCN2CCOCC2)C1 (stereo not drawn)
→ -2	0	25	-3	3	0	1	.
N=C1C(c2ccccc2)=C(O)CN1c1cccc(S(=O)(=O)N2CCOCC2)c1
→ 8	-4	5	3	-3	1	1	8
COc1ccc(C)cc1S(=O)(=O)N1CCC(C(=O)NCCc2ccccc2)CC1
→ -10	.	-14	3	.	3	.	.
NC(=O)c1ccc[n+](CCC[n+]2cccc(C(N)=O)c2)c1
→ 16	.	2	3	.	-13	.	.
COC(=O)/C=C/C(=O)Nc1cccnc1
→ .	-5	-2	.	-39	.	2	-6
C[C@H]1CN([C@@H](C)CO)C(=O)Cc2cc(NS(=O)(=O)c3cn(C)cn3)ccc2O[C@@H]1CN(C)C
→ 19	3	-4	10	-5	0	-2	5
COCC(C)N1CCC(Oc2ccc(C(=O)NCc3ccccn3)cc2)CC1 (stereo not drawn)
→ -4	-2	7	8	3	3	-1	-5
O=C(NCc1ccc(Cl)cc1)N1CCc2ccccc2C1
→ 3	-1	-5	-5	6	-17	2	50

Single records, from the list above. Order of screens: LGR2 antag | PglD DTNB | ARNT TACC3 PPI | GSIS activator | PGC1a acetyl inh | PAX8 reporter | Cneo AK release | C2C12 statin
CN(C)C(=O)c1ccc(-c2ccc([C@H]3[C@H](C#N)N(S(C)(=O)=O)[C@H]3CO)cc2)cc1 across the screens: -39 | 2 | 0 | -5 | 2 | 5 | 1 | -2
CC(C)N(CCCNC(=O)C1CCN(C(=O)c2cc3sccc3n2C)CC1)Cc1ccccc1 across the screens: 0 | -4 | . | 12 | -3 | 16 | 10 | -6

Later entries:
Values in the order – LGR2 antag	PglD DTNB	ARNT TACC3 PPI	GSIS activator	PGC1a acetyl inh	PAX8 reporter	Cneo AK release	C2C12 statin
O=C(CSc1nc2ccccc2o1)N1N=C(c2cccs2)CC1c1ccc(F)cc1 (stereo not drawn)
→ 9	-5	3	9	.	11	0	-10
Cc1ccc(/C=N/NC(=O)CN2CCN(Cc3ccccc3)CC2)s1
→ 7	-3	-5	.	-2	0	-3	.
COc1ccc(NC(=O)N(C)C[C@@H]2OCCCC[C@@H](C)Oc3ccc(NC(=O)Cc4ccccc4)cc3C(=O)N([C@@H](C)CO)C[C@@H]2C)cc1
→ 12	1	0	-24	3	.	51	.
CCOC(=O)c1cccc(NC(=O)CCc2nnc3ccc(N4CCOCC4)nn23)c1
→ 10	2	0	24	-10	-1	-1	30
COCCOC(=O)c1c(C)oc2ccc(OC(=O)COc3c(F)c(F)c(F)c(F)c3F)cc12
→ .	0	-9	.	9	.	4	7
CC1=C(C#N)C(c2ccc(O)cc2)C(C#N)=C(C)N1
→ 0	-1	8	8	-13	0	0	-1
CC(=O)Nc1ccc(S(=O)(=O)N2CCSC2c2ccc(C)cc2)cc1 (stereo not drawn)
→ .	-10	-1	.	-8	.	1	-11
COc1ccccc1NC(=O)c1ccc(C(=O)Nc2ccccc2OC)nc1
→ 3	7	-16	5	8	12	-2	-7
CO[C@@H]1CN(C)C(=O)c2ccc(NC(=O)Nc3ccccc3F)cc2OC[C@@H](C)N(C)C[C@@H]1C
→ 8	-5	-1	23	4	.	-8	1
COc1ccc(C2=CC(=O)C[C@H](c3ccc(OC)c(OC)c3)C2)cc1
→ -22	5	4	-18	.	0	-1	15
C[C@H]1CN([C@@H](C)CO)C(=O)Cc2cc(NC(=O)Nc3ccc(C(F)(F)F)cc3)ccc2O[C@@H]1CN(C)CC1CCCCC1
→ -8	4	-45	-6	-6	-23	0	28
COc1ccc(NC(=O)c2c(NC(=O)CCC(=O)O)sc3c2CCCCC3)cc1
→ -33	.	-11	23	-8	6	.	.
COc1ccc(CN(C(=S)Nc2ccccc2)C2CC(=O)N(c3ccccc3)C2=O)cc1 (stereo not drawn)
→ 7	-8	5	-13	.	-19	-3	.
N#Cc1c(-c2ccc(F)cc2)c(-c2ccc(F)cc2)nn(CCO)c1=O
→ -19	.	4	-27	-34	37	.	.
Cc1cc(=O)oc2c(C(=O)/C=C\c3cccs3)c(O)ccc12
→ -8	.	1	-15	.	0	.	.
COc1ccc(S(=O)(=O)N(C)C)cc1NC(=O)COC(=O)C1CC1
→ 3	5	-5	-2	4	-6	-2	1
OCc1nc(CO)n(Cc2ccccc2)n1
→ 3	.	20	5	19	.	.	4
CCN(CC)S(=O)(=O)c1ccc(C(=O)NCc2n[nH]c(=S)n2Cc2ccccc2)cc1
→ -12	0	-14	4	-5	.	-5	33
Cc1ccnc(NC(=O)c2ccc3[nH]c(=O)c(=O)[nH]c3c2)c1
→ 4	-1	13	11	2	1	-3	-8
CO[C@H]1CN(C)C(=O)c2ccc(NC(C)=O)cc2OC[C@H](C)N(C(=O)C2CCCCC2)C[C@@H]1C
→ -4	-4	-4	-6	.	-5	0	9
Cc1nn(C(C)C(=O)NCCc2ccco2)c(=O)c2nn(-c3ccccc3)c(C)c12 (stereo not drawn)
→ -1	-3	-13	-6	-11	6	-1	-15
O=C(C[C@@H]1C[C@@H]2c3cc(NC(=O)NC4CCCCC4)ccc3O[C@@H]2[C@H](CO)O1)NCc1cccnc1
→ -1	0	2	12	8	-2	-2	7
CC(C)N(C(C)C)S(=O)(=O)c1ccc(NN)nc1
→ 2	-4	-3	-8	3	15	-2	5
COc1ccc(C(=O)Nc2cc(=O)n(C)c(=O)n2C)cc1OC
→ -10	.	-7	.	4	4	-1	3
C/C(=N\NC(N)=S)C1(C)CCCCC1
→ -6	-1	-1	9	.	1	7	-19
CC(C)NC(=O)N(C)C[C@H]1Oc2ncc(-c3ccccc3F)cc2C(=O)N([C@H](C)CO)C[C@H]1C
→ -15	1	-8	2	13	.	-2	3
